High-throughput results (PubChem BioAssay)
BoNT-A LC inh2 = BoNT A light chain protease inhibition; inhibition, % at 10 µM; multiplex microsphere protease substrate cleavage, flow cytometry; hit rate 0.17% among 360,000; note: plate controls were buffer without enzyme for full effect and enzyme alone for no effect
TcdB inh = inhibitors of Clostridioides difficile toxin B glycohydrolase | P18177 | TcdB glycohydrolase enzymatic assay, plate reader | inhibition, % at 9.99 µM | hit rate 0.24% among 350,000; in the data active = inhibition above about 10%
Target sequence (P18177 whole entry, looked up): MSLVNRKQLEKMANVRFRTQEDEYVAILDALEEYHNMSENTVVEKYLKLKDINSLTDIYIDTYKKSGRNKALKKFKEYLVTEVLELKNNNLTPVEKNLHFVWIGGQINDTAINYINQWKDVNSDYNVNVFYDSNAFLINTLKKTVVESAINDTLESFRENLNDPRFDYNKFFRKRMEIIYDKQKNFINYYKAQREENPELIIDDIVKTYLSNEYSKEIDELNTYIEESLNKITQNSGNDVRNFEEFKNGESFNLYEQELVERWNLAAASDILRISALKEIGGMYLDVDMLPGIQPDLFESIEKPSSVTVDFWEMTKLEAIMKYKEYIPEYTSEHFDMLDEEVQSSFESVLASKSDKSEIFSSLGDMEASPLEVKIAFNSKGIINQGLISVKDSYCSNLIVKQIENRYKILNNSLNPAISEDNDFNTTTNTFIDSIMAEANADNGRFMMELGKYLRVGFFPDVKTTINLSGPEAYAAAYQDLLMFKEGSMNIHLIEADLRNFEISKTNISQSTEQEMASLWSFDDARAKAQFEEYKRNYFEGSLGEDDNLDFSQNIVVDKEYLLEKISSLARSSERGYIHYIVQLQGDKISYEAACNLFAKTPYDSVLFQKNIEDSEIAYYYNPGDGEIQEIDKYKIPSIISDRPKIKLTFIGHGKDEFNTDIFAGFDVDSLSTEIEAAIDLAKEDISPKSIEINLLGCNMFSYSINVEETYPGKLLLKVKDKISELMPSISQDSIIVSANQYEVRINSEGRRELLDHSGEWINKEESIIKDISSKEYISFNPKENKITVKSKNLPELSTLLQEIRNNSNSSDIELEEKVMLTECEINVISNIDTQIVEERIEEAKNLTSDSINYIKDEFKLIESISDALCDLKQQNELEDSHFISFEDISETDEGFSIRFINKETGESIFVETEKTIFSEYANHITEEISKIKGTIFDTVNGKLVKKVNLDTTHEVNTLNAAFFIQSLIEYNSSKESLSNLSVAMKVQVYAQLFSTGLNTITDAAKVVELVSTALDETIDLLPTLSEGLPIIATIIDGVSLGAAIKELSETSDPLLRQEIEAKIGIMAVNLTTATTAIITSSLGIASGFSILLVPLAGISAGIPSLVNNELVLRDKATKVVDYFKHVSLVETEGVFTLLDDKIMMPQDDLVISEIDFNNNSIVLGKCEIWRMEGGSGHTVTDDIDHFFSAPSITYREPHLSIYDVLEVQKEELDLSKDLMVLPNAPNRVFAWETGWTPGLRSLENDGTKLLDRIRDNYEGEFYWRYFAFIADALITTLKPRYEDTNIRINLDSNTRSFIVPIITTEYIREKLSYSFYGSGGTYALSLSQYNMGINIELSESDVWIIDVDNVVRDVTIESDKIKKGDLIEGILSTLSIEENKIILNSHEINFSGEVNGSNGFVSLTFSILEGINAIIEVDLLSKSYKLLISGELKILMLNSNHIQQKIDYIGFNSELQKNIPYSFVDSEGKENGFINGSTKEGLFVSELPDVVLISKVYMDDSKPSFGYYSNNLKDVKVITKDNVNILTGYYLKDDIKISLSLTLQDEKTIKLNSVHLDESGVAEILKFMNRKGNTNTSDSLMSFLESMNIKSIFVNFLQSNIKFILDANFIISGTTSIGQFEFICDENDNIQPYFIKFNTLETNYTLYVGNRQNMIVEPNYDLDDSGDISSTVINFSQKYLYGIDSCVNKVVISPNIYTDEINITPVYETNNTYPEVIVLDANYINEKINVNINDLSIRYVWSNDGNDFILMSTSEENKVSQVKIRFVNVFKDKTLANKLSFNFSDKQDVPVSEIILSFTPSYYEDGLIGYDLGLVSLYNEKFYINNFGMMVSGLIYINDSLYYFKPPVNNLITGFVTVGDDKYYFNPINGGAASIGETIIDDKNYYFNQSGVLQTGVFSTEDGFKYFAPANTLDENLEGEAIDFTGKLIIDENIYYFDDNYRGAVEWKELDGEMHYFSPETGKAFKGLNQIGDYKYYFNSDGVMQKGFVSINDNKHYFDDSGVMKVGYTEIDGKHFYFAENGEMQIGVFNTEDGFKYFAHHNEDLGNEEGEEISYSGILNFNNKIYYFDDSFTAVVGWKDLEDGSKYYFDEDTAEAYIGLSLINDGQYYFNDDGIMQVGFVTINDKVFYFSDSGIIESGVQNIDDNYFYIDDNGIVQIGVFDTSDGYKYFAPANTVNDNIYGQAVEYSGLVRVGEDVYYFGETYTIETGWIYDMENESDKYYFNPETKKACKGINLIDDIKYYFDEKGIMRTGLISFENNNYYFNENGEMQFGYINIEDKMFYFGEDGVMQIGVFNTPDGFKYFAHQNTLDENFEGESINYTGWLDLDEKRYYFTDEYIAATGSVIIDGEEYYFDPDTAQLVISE
SARS 3CLpro inh = SARS-CoV 3CLpro protease inhibition; P0C6X7; recombinant SARS-CoV 3CLpro, quenched FRET peptide cleavage; inhibition, % at 6 µM; hit rate 0.14% among 290,000; AID 1706; in the data active = inhibition above about 12%
Yp Topo-I inh = Y. pestis Topo-I inhibition via cleavage products. hit rate 0.064% among 360,000. Y. pestis Topo-I cleavage product accumulation, plate reader. AID 504884. activity, % at 10 µM; in the data active = activity above about 50%, passing the limit was not always enough; inconclusive = no clear call, values can overlap the other calls; note: inactives centre near 2
PrPC TRFRET = reduces human prion protein on the cell surface; P04156; cell surface PrPC, TR-FRET read-out; inhibition, % at 13.8 µM; hit rate 0.43% among 370,000; in the data active = inhibition above about 24%; note: 0% = median of the test wells and 100% = reference compound wells
SSB-PriA inh = inhibitors of Klebsiella pneumoniae PriA binding to SSB C-terminal tail; inhibition, % at 33 µM; hit rate 0.6% among 430,000; AID 1272365; AlphaScreen SSBct-PriA binding, biotinylated peptide; in the data active = inhibition mostly above about 37%, no sharp cut-off; inactive = mostly below about 20%;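 note: plate controls were negative control peptide for no effect and reference peptide for full effect; strong numbers were not always called active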
BH1578 lux ind = induces V. cholerae light production without autoinducers | activation, % at 18.7 µM | hit rate 0.16% among 350,000 | V. cholerae BH1578 lux reporter, luminescence, 6 h; in the data active = activation mostly above about 9.7%, no sharp cut-off; inconclusive = no clear call, values can overlap the other calls; inactive = mostly below about 3.7%; note: not every result past the cut was called active; inactives centre near 0; reference of the scale not given here
Anthrax LF inh2 = anthrax lethal factor protease inhibition; P15917; hit rate 0.12% among 360,000; multiplex microsphere protease cleavage assay, LF; inhibition, % at 10 µM; note: plate controls were buffer without enzyme for full effect and enzyme alone for no effect
PfHsp40 rescue = compounds rescuing yeast from Plasmodium falciparum HSP40 toxicity. growth rescue, % at 12.5 µM. S. cerevisiae expressing PfHsp40, growth rescue, ATP luminescence. hit rate 0.68% among 340,000; in the data active = growth rescue above about 28%, passing the limit was not always enough; inconclusive = no clear call, values can overlap the other calls;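 note: yeast W303a lacking pdr1 and pdr3 grown in galactose medium; growth measured after three days at 30 °C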
* hit, by the source's call; i = inactive; u = inconclusive; x = no result given; & = joins results of further samples. Cut-off read from the data, not from the text of the source, unless noted: active = inhibition above about 30%; inconclusive = no clear call, values can overlap the other calls; inactive = below that. These rows are one share of the data; count on the stated rates, not on these rows.

SMILES	BoNT-A LC inh2	TcdB inh	SARS 3CLpro inh	Yp Topo-I inh	PrPC TRFRET	SSB-PriA inh	BH1578 lux ind	Anthrax LF inh2	PfHsp40 rescue
CN(Cc1ccccc1)S(=O)(=O)c1ccc(NS(C)(=O)=O)cc1	-2.7	x	3	1	6	8	-0.4	-3	2.7
O=C(CSc1nnc(COc2cccc3cccnc23)o1)c1ccc(F)cc1	0.2	0.2	2	19	-5	-2	-5.0	0	1.0
O=C1[C@H]2[C@@H](c3ccc(Cl)cc3)N3C(=O)N(c4cccc(F)c4)C(=O)[C@@]3(Cc3ccc(Cl)cc3)[C@H]2C(=O)N1C1CCCCC1	-0.3	x	7	8	x	-15	-1.3	-3	2.6
CCCCCCCC[n+]1c(C)n(-c2ccccc2)c2ccc(NC(C)=O)cc21	1.0	1.2	0	15	9	-1	-1.3	-5	4.3
CC(C)c1ccc(NC(=O)CCS(=O)(=O)c2cccc3nonc23)cc1	0.1	0.8	6	-8	-30	4	-0.4	-1	-0.7
CC(C)=CCC/C(C)=C/CNC(=O)C[C@H]1C[C@H](C(=O)N(C(C)C)C(C)C)[C@@]2(C)c3[nH]c4ccc(Cl)cc4c3CCN2C1=O	-0.7	0.7	x	1	4	-7	i	-6	-0.7
CCOc1ccc2[nH]c(=O)c(=O)[nH]c2c1	1.0	x	-1	-4	3	-11	i	5	-1.1
COc1ccc(C(C)=O)cc1COC(=O)CCC(=O)c1cccs1	x	1.2	x	6	-5	3	i	x	-0.3
O=S1(=O)CCC(SCc2nc3sccn3c2Br)C1 (stereo unspecified)	0.3	x	-2	3	6	-17	-5.0	2	0.2
N#Cc1ccc(NC(=O)c2cc(-c3cccs3)on2)cc1	-0.4	-0.2	-1	3	1	-18	0.6	5	0.1
O=[N+]([O-])c1cccc(CSc2ncnc3ccccc23)c1	-0.2	0.9	2	36	4	2	i	0	3.2
COc1ccc(C(C)NC(=O)c2ccccc2Br)cc1OC (stereo unspecified)	-0.9	0.4	4	-6	1	11	0.8	0	-0.1
CC(=O)Oc1ccc(C(=O)c2ccccc2)c(OC(C)=O)c1	-0.2	1.9	5	7	-1	7	-0.3	3	0.5
CCCCCC(C)NC(=O)c1cc(S(=O)(=O)N2CCCCC2)ccc1N1CCOCC1 (stereo unspecified)	-0.8	1.4	x	29	9	-14	-3.1	-2	0.5
O=C(N/N=C/C=C\c1ccccc1[N+](=O)[O-])c1ccccn1	-0.2	0.7	4	-2	-21	x	i	1	1.9
CCOC(=O)CN=C/C(C(C)=O)=C(/C)O	-0.4	1.0	-3	5	5	x	-0.3	-9	-0.5
CCOC(=O)Cc1csc(NC(=O)c2c(-c3c(F)cccc3Cl)noc2C)n1	4.1	x	3	5	1	-6	0.6	-5	-1.1
Nc1ncnc2c1ncn2[C@@H]1O[C@H](CCC(=O)NCc2ccccc2)[C@@H](O)[C@H]1O	-0.1	1.4	x	x	-2	x	x	-3	x
COc1cccc(-n2ccnc2SCC(=O)Nc2cc(C)on2)c1	-0.6	1.0	-2	4	-4	6&2	-0.1	-5	-1.1
CCOCCn1c(SCc2ccc(C)cc2)nc2c1c(=O)[nH]c(=O)n2C	0.5	-0.6	1	11	-4	-7	i	8	-0.7
CC(/C=C/C(=O)c1ccc(C)cc1)=C\c1ccccc1	-0.3	x	2	35	3	1	-0.5	-4	0.2
COc1ccc(/C=C/C(O)=C2/C(=O)NC3(C)CC2c2ccccc2O3)c(OC)c1OC (stereo unspecified)	0.2	-0.5	2	2	5	-18	0.4	-1	0.9
O=C(CC(NCc1ccccn1)C(=O)O)Nc1ccccc1Cl (stereo unspecified)	-3.0	0.4	3	-3	-1	97*	i	0	-2.1
C[C@@H]1CCCCO[C@H](CN(C)Cc2ccccc2)[C@@H](C)CN([C@H](C)CO)C(=O)c2cc(NS(=O)(=O)c3ccc(Cl)cc3)ccc2O1	0.4	1.3&0.4	x	4	-11	x	0.0	0	x
N#CCSc1ccccc1NC(=O)COC(=O)Cc1c[nH]c2ccccc12	2.1	0.1	x	4	2	9	i	5	-0.7
Cc1[nH][nH]c(=O)c1C(c1ccc(F)cc1)c1c(C)[nH][nH]c1=O	-0.7	-0.1	-3	5	4	-16	-0.4	0	-0.3
CCC(C)NC(=O)C1CCCN(c2nc(C)cc(OC)n2)C1 (stereo unspecified)	-0.3	x	1	-13	1	-2	-0.6	1	0.4
COc1ccccc1NC(=O)c1cc2c(CO)cnc(C)c2oc1=Nc1ccccc1	-1.7	1.3	3	6	-7	-10	0.0	-4	0.5
CCOC(=O)C1=C(C)NC(C)=C(C(=O)OCC)C1	u	0.7&1.1	-3&2	4&4	6&-2	-15&-9	-0.5	-4&0	0.8&-1.3
CCN(CC(=O)Nc1ccccc1-c1ccccc1)Cc1nc2ccccc2c(=O)[nH]1	-0.2	1.6	-2	1	8	10	4.0	-6	-0.6
COc1ccccc1NC(=O)N(C)C[C@@H]1OCc2cnnn2CCCC(=O)N([C@H](C)CO)C[C@H]1C	0.0	5.4&0.9	x	1	-6	x	0.5	-2	x
Cc1ccc(S(=O)(=O)N2C[C@@H]3CCCC[C@@H]3[C@@H](C)[C@H]2CC(=O)c2ccccc2)cc1	-0.2	0.7	x	25	-5	-3	0.0	-14	-1.3
CN1CCN(C(CNC(=O)C(=O)NC2CCCCC2)c2ccc(F)cc2)CC1 (stereo unspecified)	-2.7	2.1	x	-16	3	1&2	i	1	0.6
CN(CC1CCOCC1)C(=O)CC1C(=O)NCCN1Cc1ccc(-c2ccccc2)cc1 (stereo unspecified)	-0.4	0.9	4	15	-11	-2	-0.8	5	-1.9
COc1ccc2[nH]c(=O)c(CNc3ccc(C)cc3C)cc2c1	0.5	2.2	0	3	-6	6	-0.7	3	1.3
C=C1N2CCC(CC2)C1(O)c1ccc(C)c(C)c1 (stereo unspecified)	0.1	x	-4	10	2	-11	0.9	-5	1.2
O=C(Cc1ccc2c(c1)OCCO2)N1CCN(S(=O)(=O)c2cccs2)CC1	-1.7	0.8	2	-12	8	-4	1.1	-6	-0.5
Cc1ccc2[nH]c3c(=O)n(Cc4ccco4)cnc3c2c1	-1.1	0.4	-4	5	2	1	i	-4	7.9
CCC(=O)c1ccc(OCC(O)CN2CCN(C(c3ccccc3)c3ccccc3)CC2)cc1 (stereo unspecified)	-1.1	x	0	33	-11	6	-2.9	-8	1.8
Cc1c(Cl)cccc1NC(=S)NCCc1ccc(Cl)cc1	6.2	-0.4	2	-6	1	-17	-0.4	4	3.7

Part of the list above with just SSB-PriA inh and BoNT-A LC inh2.
SMILES | SSB-PriA inh | BoNT-A LC inh2
C=C1N2CCC(CC2)C1(O)c1ccc(C)c(C)c1 (stereo unspecified) | -11 | 0.1
COc1ccccc1NC(=O)c1cc2c(CO)cnc(C)c2oc1=Nc1ccccc1 | -10 | -1.7

Next results follow.
SMILES	BoNT-A LC inh2	TcdB inh	SARS 3CLpro inh	Yp Topo-I inh	PrPC TRFRET	SSB-PriA inh	BH1578 lux ind	Anthrax LF inh2	PfHsp40 rescue
CCOc1ccccc1N1CC(C(=O)Nc2cc(Cl)ccc2C)CC1=O (stereo unspecified)	-1.0	-0.4	-1	15	-4	-1	-0.3	-1	0.1
COc1ccc(/C=N/NC(=O)c2ccc(Br)o2)cc1Cn1cc([N+](=O)[O-])cn1	0.3	x	1	3	-5	x	-0.3	-2	3.4
CC(C)CN(Cc1c(O)ccc2c3c(c(=O)oc12)CCC3)CC(C)C	-0.9	-0.8	-2	8	3	2	-13	-3	0.1
Cc1nc2cc(C(=O)OCC(=O)Nc3ccc(C#N)cc3)ccc2n1-c1ccccc1	0.8	x	-6	3	5	-1	i	0	1.8
CC(=O)/C(=C\Nc1ccc(OCc2ccccc2)cc1)c1ccccc1	-1.2	x	4	29	5	-12	0.9	-9	-0.4
CO/N=C(/CS(=O)Cc1ccc(Cl)cc1)c1ccc(Cl)cc1 (stereo unspecified)	u	x	1	6	1	x	-0.3	-2	2.5
CN(C)c1ccnc(N(Cc2ccccc2)Cc2ccccc2)c1C#N	-0.1	x	9	44	x	-55	i	0	1.6
N#C/C(=C/c1cccn1-c1cccc(C(=O)O)c1)c1ccc(F)cc1	-0.5	-2.5	2	5	-1	0	1.3	-3	5.3
COc1ccccc1OCCSc1nc2ccccc2c(=O)[nH]1	-0.8	x	4	1	4	-4	-0.3	3	0.1
O=C(NCCCN1CCC(Cc2ccccc2)CC1)C1CCC(=O)N1C1CCCC1 (stereo unspecified)	-0.8	-0.5	2	0	5	-8	-0.1	-11	-0.8
Cn1nnnc1NCc1ccc(Cl)cc1	-0.5	0.2	-3	1	7	-6	x	-2	-1.0
COC(=O)/C(C#N)=C/N(C)C	x	-0.6	1	4	-2	1	-0.7	x	-1.1
O=C(CN1C(=O)C2CC=C(Cl)CC2C1=O)Nc1ccc(C(=O)O)cc1 (stereo unspecified)	0.2	x	-2	7	1	-8	i	0	-1.0
CCc1ccccc1NC(=O)CCN1C(=O)C2C3CCC(C3)C2C1=O (stereo unspecified)	-0.6	1.0	1	10	5	-11	-0.6	-1	-0.6
CCCCCCCCC(=O)c1c(OC)oc(C=O)cc1=O	0.2	0.6	x	-2	4	x	-5.3	-1	x
O=C(c1ccoc1)N1CCC2(CC1)Oc1ccc(F)cc1C(=O)C21CC(c2cccnc2)=NO1 (stereo unspecified)	-0.5	0.8	x	30	0	8	-0.6	-1	0.2
CN(C(=O)C1CCC(=O)N(CCc2ccc(Cl)cc2)C1)C1CCOCC1 (stereo unspecified)	-1.4	0.2	-4	-2	-6	-2	i	-2	0.4
CSc1ccc(Cl)c(C(=O)OCC(=O)N2CCOCC2)c1	0.7	x	3	-7	6	-2	i	1	1.4
CCOc1ccccc1-n1nnnc1SCC(=O)OC	-0.1	1.0	3	0	4	-14	-0.1	-1	-0.7
CCc1cc2c(=O)c(-c3cnn(-c4ccccc4)c3)c(C(F)(F)F)oc2c(CN(C)C)c1O	-0.9	-0.6	-2	-2	3	4	-0.2	0	0.0
C=CCSc1nnc(-c2nnc(SCC=C)n2CC)n1CC	0.6	x	7	-6	-6	-7	-0.3	-1	-0.2
CCOC(=O)CSc1nnc(NC(=O)c2cccc([N+](=O)[O-])c2)s1	-0.7	x	2	1	-3	1&-2	0.3	0	0.4
CNS(=O)(=O)c1cccc(C(=O)NCC(c2cccs2)N2CCOCC2)c1 (stereo unspecified)	-1.6	-1.5	x	-6	-4	-23	i	-2	-0.2
CC(Sc1ccc2c(c1)OCCO2)C(=O)Nc1ncc(Cl)cc1Cl (stereo unspecified)	0.1	x	-2	-5	-5	-17	-0.5	-7	1.5
Cc1ccc2nc(NC(=O)c3ccccn3)sc2c1	-1.9	1.9	7	2	25*	-13	0.9	-4	-0.3
COc1cc(S(=O)(=O)NCCN2CCOCC2)ccc1-n1cnnn1	0.1	1.9	0	3	6	14	-0.2	2	0.2
COc1cc(OC)cc(C(=O)Nc2ccc3c(c2)COC3=O)c1	1.6	x	-2	-1	8	-8	-1.0	-4	-0.1
Cc1ccc(CN2CCCC2(C)C(=O)NC(C)C)cc1 (stereo unspecified)	0.3	1.8	x	6	-6	x	0.3	-1	x
COC(=O)c1sc(NC(=O)COc2cccc(C)c2)nc1C	-0.2	x	1	8	1	-23	-7.7	1	-0.3
O=C(CNC(=O)c1cccc(Br)c1)N/N=C/c1cc(Br)cc(Br)c1O	0.5	-0.2	0	1	2	x	1.9	1	-0.2
Cc1ccc(NC(=O)COC(=O)CCC(=O)c2cccs2)c(C)c1	0.8	0.7	1	13	4	0	i	-3	-0.8

Quoted at random: 2 entries already listed, in no set order.
SMILES	BoNT-A LC inh2	TcdB inh	SARS 3CLpro inh	Yp Topo-I inh	PrPC TRFRET	SSB-PriA inh	BH1578 lux ind	Anthrax LF inh2	PfHsp40 rescue
CCOc1ccccc1-n1nnnc1SCC(=O)OC	-0.1	1.0	3	0	4	-14	-0.1	-1	-0.7
CN(CC1CCOCC1)C(=O)CC1C(=O)NCCN1Cc1ccc(-c2ccccc2)cc1 (stereo unspecified)	-0.4	0.9	4	15	-11	-2	-0.8	5	-1.9
